Compound activity from PubChem BioAssay.
COUP-TFII inh – NR2F2 (human) inhibition, primary screen | P24468 | HEK293T NGFI-A luciferase reporter, luminescence | inhibition, % at 8.6 µM | 370,000 compounds, 0.7% hits;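 active = inhibition above a per-plate cutoff, mean inhibition of test wells between control levels plus 3 SD, cut at about 38% in these data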;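 note: cells cotransfected with COUP-TFII expression vector driving the NGFI-A reporter; 0% = median of COUP-TF2 test wells and 100% = reporter-only cells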
SRC2 inh – inhibits human steroid receptor coactivator 2; Q15596; 370,000 compounds, 0.17% hits; inhibition, % at 9 µM; HEK293 GAL4-SRC2 luciferase reporter, luminescence;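 active = inhibition above the mean inhibition of all tested compounds plus 3 SD, set per campaign, cut at about 52% in these data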;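 note: 0% = DMSO treated cells and 100% = cells given Gossypol at 36 µM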
TLR9-MyD88 block – TLR9-MyD88 interaction inhibition; Q9NR96+Q99836; CHO BLA complementation TLR9-MyD88, CCF4 FRET ratio; inhibition, % at 4.98 µM; 340,000 compounds, 0.21% hits; AID 504734;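 active = inhibition above the mean over all tested compounds plus 3 SD, cut at about 21% in these data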;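 note: 0% = DMSO only wells and 100% = clavulanate BLA inhibitor control wells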
LMP1 NFkB inh – Epstein-Barr LMP1 NF-kappaB reporter inhibition; LMP1-induced NF-kappaB luciferase reporter cells, luminescence; inhibition, % at 12.5 µM; 350,000 compounds, 0.69% hits; AID 504558; in the data active = inhibition above about 41%;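 note: 0% = neutral control wells and 100% = reference inhibitor control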
NCOA3 inh – inhibits human SRC3 coactivator; Q9Y6Q9; HEK293 GAL4-SRC3 luciferase reporter, luminescence; inhibition, % at 3.6 µM; 360,000 compounds, 0.17% hits;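 active = inhibition above a per-campaign cutoff, the mean of all compounds plus 3 SD, cut at about 60% in these data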;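 note: 0% = DMSO-treated cells and 100% = gossypol-treated cells at 36 µM; higher means less SRC3-driven luciferase light from the GAL4 reporter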
SRC1 inh – inhibits human SRC1 coactivator | HEK293 GAL4-SRC1 luciferase reporter, luminescence | inhibition, % at 3.6 µM | 360,000 compounds, 0.12% hits | Q15788;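 active = inhibition above the campaign mean plus 3 SD, with each screening campaign given its own cutoff, cut at about 60% in these data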;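 note: 0% = DMSO treated cells and 100% = gossypol at 36 µM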
Target sequence (Q15788 whole entry, looked up, the tested form may be a part): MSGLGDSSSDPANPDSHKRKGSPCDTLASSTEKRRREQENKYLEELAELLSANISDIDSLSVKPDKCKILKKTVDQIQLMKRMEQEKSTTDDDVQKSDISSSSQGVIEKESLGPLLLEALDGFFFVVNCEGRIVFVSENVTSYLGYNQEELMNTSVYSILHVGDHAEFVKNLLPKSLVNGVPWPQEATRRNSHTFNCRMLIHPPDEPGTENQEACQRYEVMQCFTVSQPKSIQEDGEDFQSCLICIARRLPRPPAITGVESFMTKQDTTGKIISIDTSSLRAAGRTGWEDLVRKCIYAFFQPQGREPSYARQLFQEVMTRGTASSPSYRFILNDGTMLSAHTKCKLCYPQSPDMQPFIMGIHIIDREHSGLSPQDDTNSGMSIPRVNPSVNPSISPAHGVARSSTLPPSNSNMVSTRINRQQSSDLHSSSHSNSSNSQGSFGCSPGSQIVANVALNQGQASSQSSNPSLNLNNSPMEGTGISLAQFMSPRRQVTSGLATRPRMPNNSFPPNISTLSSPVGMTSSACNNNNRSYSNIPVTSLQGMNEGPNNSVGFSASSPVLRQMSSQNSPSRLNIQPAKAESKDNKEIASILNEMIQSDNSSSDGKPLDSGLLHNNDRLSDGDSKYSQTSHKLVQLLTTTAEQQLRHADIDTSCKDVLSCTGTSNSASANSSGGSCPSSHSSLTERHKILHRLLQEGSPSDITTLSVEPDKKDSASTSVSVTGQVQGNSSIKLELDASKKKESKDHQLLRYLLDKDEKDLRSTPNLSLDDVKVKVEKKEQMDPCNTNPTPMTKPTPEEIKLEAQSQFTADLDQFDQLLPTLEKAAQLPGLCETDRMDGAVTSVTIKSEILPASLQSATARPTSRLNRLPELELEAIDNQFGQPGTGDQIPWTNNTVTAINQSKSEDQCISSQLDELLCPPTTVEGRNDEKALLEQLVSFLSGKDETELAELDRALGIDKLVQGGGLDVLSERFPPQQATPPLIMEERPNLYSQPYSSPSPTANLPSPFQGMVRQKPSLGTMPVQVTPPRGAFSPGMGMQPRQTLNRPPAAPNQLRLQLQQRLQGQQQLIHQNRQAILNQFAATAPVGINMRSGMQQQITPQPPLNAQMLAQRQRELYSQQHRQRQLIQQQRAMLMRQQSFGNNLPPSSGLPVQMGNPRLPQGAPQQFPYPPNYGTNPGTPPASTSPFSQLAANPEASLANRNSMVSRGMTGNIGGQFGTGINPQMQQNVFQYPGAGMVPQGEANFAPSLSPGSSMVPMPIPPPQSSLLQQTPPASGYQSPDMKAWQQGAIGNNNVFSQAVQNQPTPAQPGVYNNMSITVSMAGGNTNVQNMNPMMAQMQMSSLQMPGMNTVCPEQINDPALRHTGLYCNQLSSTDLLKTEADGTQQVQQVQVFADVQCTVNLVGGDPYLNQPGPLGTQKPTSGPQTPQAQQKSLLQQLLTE
Vif inh – blocks HIV Vif function. HEK293T cells, Vif self-association by quenched fluorescence, imaging, 24 h. inhibition, % at 7.49 µM. 340,000 compounds, 0.35% hits; in the data active = inhibition above about 50%, passing the limit was not always enough; note: some results filed as inactive read as strong as hits
TROY NFkB inh – inhibitors of TROY-dependent NF-kB signaling | Q293 LMP1-TROYcd NF-kB luciferase reporter, 4 h | inhibition, % at 10 µM | 360,000 compounds, 0.98% hits;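 active = compounds whose plate-normalised and pattern-corrected inhibition of the luciferase reporter signal at the single screening dose is 50% or more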
LRH-1 inv ag – suppresses constitutive activity of human LRH-1. 360,000 compounds, 0.13% hits. inhibition, % at 3.6 µM. HEK293T StAR-luciferase reporter, LRH-1 transfected, 24 h. O00482;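 active = inhibition above the mean inhibition of all tested compounds plus 3 SD, cut at about 73% in these data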;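 note: 0% = DMSO wells and 100% = reporter-only cells lacking LRH-1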
NOD2 RIPK2 PPI – inhibitors of human NOD2-RIPK2 interaction; inhibition, % at 4.98 µM; O43353; CHO BLA complementation NOD2-RIPK2, CCF4 ratio; 360,000 compounds, 0.38% hits; in the data active = inhibition above about 21%;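 note: 0% = vehicle only and 100% = reference blocker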
C8 TRAIL sens – caspase-8 TRAIL sensitization | NB7+C8 cells + TRAIL, ATPlite viability luminescence | inhibition (viability loss, TRAIL sensitization), % at 10 µM | 360,000 compounds, 1% hits | AID 624354;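 active = compounds causing at least 50% loss of cell viability in the single-dose screen, relative to plate controls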
An asterisk follows results filed as active; . = not tested or not shown. Only part of the results is shown (hit frequency here may not be typical).

#	Structure	COUP-TFII inh	SRC2 inh	TLR9-MyD88 block	LMP1 NFkB inh	NCOA3 inh	SRC1 inh	Vif inh	TROY NFkB inh	LRH-1 inv ag	NOD2 RIPK2 PPI	C8 TRAIL sens
1	COc1ccccc1OC(C)C(=O)N(Cc1ccco1)C1CCS(=O)(=O)C1 (centres undefined)	.	.	-15	2	3	-35	.	-3	-34	0	0
2	O=C1C2=C(CCCC2)C(=O)N1CNc1ccccc1	-8	9	1	2	17	-52	-8	-12	-13	-3	-12
3	COc1ccc2[nH]c(CN3CCC(CO)(CCOc4ccccc4)CC3)c(C)c2c1	-5	1	-5	-38	6	-12	.	-4	-4	7	7
4	O=C(COC(=O)C1CCN(S(=O)(=O)c2ccccc2)CC1)NC(=O)c1ccc(OC(F)F)cc1	-23	-9	2	-4	-11	11	0	14	-3	0	-7
5	COc1ccccc1-c1sc2ccccc2c1-c1ccc(O)cc1	17	3	4	-5	-6	-15	-7	16	-19	8	6
6	CC1(C)CC(C(=O)Nc2nccs2)CCO1 (centres undefined)	-14	14	7	-8	-13	-33	2	-6	5	4	-7
7	COc1cc2ccccc2cc1C(=O)NC1CCCCC1	-45	-30	-2	-19	-33	-29	-5	-70	-43	-3	5
8	COC(=O)[C@@]12CCCCN1[C@H](c1ccc(-c3cc(C(C)=O)cs3)cc1)[C@H]1C(=O)N(C)C(=O)[C@H]12	-9	-20	6	-11	4	-18	-1	34	8	-2	20
9	Cc1ccc(-c2noc(CCC(=O)NCC3CCCO3)n2)cc1 (centres undefined)	1	24	-6	7	5	-6	-3	-26	2	-11	1
10	O=C(CSc1nnc(-c2cccs2)n1CC1CCCO1)c1cc2ccccc2o1 (centres undefined)	1	18	9	4	-4	-22	.	-4	-13	0	-6
11	C/C(=N/OC(=O)c1ccc(C(F)(F)F)cc1)c1oc(C)nc1C	-9	11	3	5	11	12	-3	7	4	5	0
12	OC(c1cccc(Cl)c1)c1ncc(-c2cccc3ccccc23)[nH]1 (centres undefined)	-1	11	.	.	-16	-12	.	-5	5	6	-4
13	COCCN1CCN(C(=O)C2CCC(=O)N(CCCc3ccccc3)C2)CC1 (centres undefined)	-3	4	5	-7	-6	-18	7	5	-18	-1	-7
14	CCCc1cc(=O)oc2cc(C)cc(OCC(=O)NCc3ccncc3)c12	4	9	-3	-20	4	10	-4	-16	1	7	-23
15	CC(=O)c1sc2nc(C)cc(C)c2c1N	5	0	-3	6	21	18	-14	1	-26	-7	-1
16	O=C(COc1ccc(S(=O)(=O)N2CCCC2)cc1)N1CCN(c2ccccc2F)CC1	8	-5	-5	2	0	0	-16	-2	4	-12	-13
17	COCCN(C(=O)CC1C(=O)NCCN1Cc1ccc(-c2ccccc2)cc1)C(C)C (centres undefined)	-5	39	1	4	0	0	4	-4	16	-5	4
18	N#Cc1nc(-c2ccco2)oc1N1CCN(c2cccc(Cl)c2)CC1	-7	3	-5	3	8	4	-5	24	-18	-7	-1
19	CN(C)CCNc1ncnc2c1ncn2[C@H]1CN(Cc2ccc3c(c2)OCO3)C[C@@H](CO)O1	-7	-40	.	.	4	5	-3	6	18	-12	-1
20	COc1cc(NC(=O)C(C)N2CCN(C(=O)C3CC3)CC2)cc(OC)c1 (centres undefined)	10	-40	6	4	3	-2	-4	2	22	-13	-15
21	O=C1N[C@@H](c2ccccc2)COC(=O)[C@@H](Cc2ccc(F)cc2)CC/C=C/C[C@@H]1CC(=O)N(CCO)Cc1ccccc1	2	-19	-1	-6	-3	2	-14	18	-2	2	-3
22	Cc1ccc(CNC(=O)COc2ccc(C(=O)c3ccc(F)cc3)cc2)cc1	-2	-8	-9	-4	14	5	1	21	54	4	8
23	CCN(CCCNC(=O)CCNC(=O)Cn1cnc2ccccc2c1=O)c1cccc(C)c1	-16	7	-1	-8	0	-7	6	10	10	3	-3
24	CCCc1cc(C(=O)N2CCCC(N3CCN(c4ccccc4F)CC3)C2)n(C)n1 (centres undefined)	-1	-13	-12	-1	8	-4	-1	5	-2	0	1
25	CCOC(=O)c1cccc(NC(=O)CSc2nnc(COc3ccc(Cl)cc3)o2)c1	-7	-13	5	-38	10	12	3	-13	6	-2	-7
26	O=c1c2ccccc2nc(SCc2nc3ccccc3s2)n1CCCO	-25	-15	7	-26	-102	-87	3	17	-104	-5	8
27	Nc1nnc(CC(=O)N/N=C/c2ccc(-c3ccccc3)o2)s1	15	-5	2	-13	14	-10	12	-42	-26	1	1
28	CCOc1ccc(Br)cc1S(=O)(=O)NCc1ccc(S(N)(=O)=O)cc1	-5	-44	-7	3	7	-27	-6	-7	8	2	-2
29	COc1ccc(SCc2noc(C(=O)NC(C)C)c2C(=O)O)cc1	14	-13	-1	4	-21	-47	-4	6	3	-6	18
30	O=C(O)c1cn(-c2ccccc2)nc1C(=O)O	7	21	-4	-9	-9	-9	-11	-8	-10	-10	-1
31	O=C(c1nc2ccccn2c1CN1CCCC(O)C1)N1CCN(C2CCCCC2)CC1 (centres undefined)	10	13	-2	3	-14	-14	5	3	0	-5	-5
32	CCOC(=O)c1c(C)[nH]c(C)c1C(=O)COC(=O)c1ccccc1O	0	35	-14	2	11	3	-2	14	2	-12	-8
33	COC(=O)C1=C(C)N(Cc2ccccc2)C(=NCCc2cccnc2)N[C@H]1c1ccc(Br)cc1	.	.	2	4	-7	-7	.	-4	9	12	17
34	COc1cc(OC)nc(NC(=O)COC(=O)c2cccc(Cl)c2)n1	9	-8	-5	-17	-14	-10	6	-8	13	-7	-3
35	Cc1cc(C)n(CCNS(=O)(=O)c2ccc(C)c(C)c2)n1	3	-32	3	3	0	4	21	7	9	-10	-5
36	CCC1CCCCN1C(=O)COC(=O)c1cc(C)nc2ccccc12 (centres undefined)	-13	-17	4	0	-8	-8	-2	-12	19	-1	3
37	CCN(CC#CCC1(O)c2ccccc2-c2ccccc21)C(C)C	-4	-29	0	-5	13	8	-4	-9	14	-7	-10
38	COC(=O)c1cc([N+](=O)[O-])c(C)c(C)n1	15	-27	5	-9	1	0	-2	8	-8	0	-11
39	CCN(CC)S(=O)(=O)c1cc(NC(=O)C(C)Nc2ccccc2N2CCOCC2)ccc1C (centres undefined)	35	7	9	3	20	8	-13	-13	12	-5	-3
40	C/C(=N\NC(=O)c1ccc(Br)cc1)c1cccc(NC(=O)c2cccnc2)c1	4	-11	6	-3	-8	9	38	-38	-6	-3	16
41	COc1ccc(N2CCN(C(=O)c3cn(Cc4ccccc4)nc3-c3cccnc3)CC2)cc1	0	-4	-3	2	6	-12	13	9	8	-2	-1
42	O=C(COC(=O)C1COc2ccccc2O1)NC(=O)NC1CCCC1 (centres undefined)	-1	8	-5	1	3	-14	3	6	-1	-5	2
43	COc1cc(NC(=O)c2ccc(Br)o2)ccc1NC(=O)C(C)C	-14	-11	-5	-1	-2	-12	-5	-32	-4	-4	-2
44	CC(C)C[C@H](NC(=O)N1CCn2c1nc1ccccc12)C(=O)N[C@@H](C(=O)O)c1ccccc1	-9	1	-16	0	14	-4	3	12	11	-2	-30
45	CS(=O)(=O)N(CC(=O)N1CCN(Cc2ccccc2)CC1)c1cccc(F)c1	-5	10	-9	5	-22	14	2	-11	1	-5	16
46	CC(=O)Nc1ccc(C(=O)N2CCCc3ccccc32)cc1	14	-24	2	4	3	-3	3	17	-12	-6	-1
47	O=C(CCCn1c(=O)[nH]c2cc(Cl)ccc2c1=O)NCC1CCCO1 (centres undefined)	-11	10	0	-1	-19	1	-2	-22	12	-1	-1
48	CCn1ncc(Br)c1C(=O)Nc1ccc(Cl)cn1	6	11	-2	-1	-6	-2	-6	-2	18	-3	-2
49	Cc1ccc(-c2n[nH]c(=S)n2/N=C/c2sccc2C)cc1	11	-26	9	2	21	7	-20	11	-6	8	-2
50	COc1ccc(S(=O)(=O)c2c[nH]c(=S)[nH]c2=O)cc1Cl	-5	3	-2	-1	1	3	-4	-2	12	-4	-22

The results go on.
#	Structure	COUP-TFII inh	SRC2 inh	TLR9-MyD88 block	LMP1 NFkB inh	NCOA3 inh	SRC1 inh	Vif inh	TROY NFkB inh	LRH-1 inv ag	NOD2 RIPK2 PPI	C8 TRAIL sens
51	Cc1cc(C)cc(N(CC(=O)NCc2ccc(F)cc2)C(=O)CCC(=O)Nc2ccccn2)c1	-5	4	-10	-6	-11	15	10	-11	-5	-5	9
52	Cc1onc(-c2ccccc2)c1C(=O)NNC(=O)c1ccccc1	-4	17	-9	7	-3	-11	-7	-3	0	2	4
53	Cc1ccc(C)c(NC(=O)CCC(=O)N/N=C/c2ccc3c(c2)OCO3)c1	6	-16	0	-9	12	-26	-2	-62	9	4	-5
54	CCn1nccc1C(=O)Nc1cc(Cl)cc(Cl)c1	9	-42	-1	11	-1	-18	-6	-22	5	3	1
55	Cc1ccc(-c2ccc(CCC(=O)O)n2-c2ccc(C(=O)O)cc2)cc1	20	-44	-5	-12	-5	-17	2	-11	-19	-6	-19
56	COc1cccc(C(=O)Nc2ccc(N3CCN(C(=O)c4ccco4)CC3)cc2)c1	0	-4	1	-1	13	13	7	5	-3	1	34
57	O=C(Nc1ccccc1C(=O)NCc1cccnc1)c1ccc(Cl)cc1Cl	0	-11	-14	4	11	1	-2	-5	-6	-7	3
58	O=C(c1ccc2ncsc2c1)N1CCN(c2ccc(O)cc2)CC1	1	-14	16	-3	21	-1	8	3	-2	16	-15
59	COC(=O)c1c(NC(NC(=O)CC(C)C)C(Cl)(Cl)Cl)sc2c1CCC2 (centres undefined)	-10	5	-10	-9	18	-17	-10	14	-15	-20	6
60	COc1ccc(-c2nnc(SCC(=O)NC(=O)Cc3ccccc3)n2C)cc1	14	-6	-14	5	12	-20	-5	-13	17	4	-4
61	CSCCC(NC(=O)COc1ccccc1)C(=O)N(C)Cc1ccc(SC)cc1 (centres undefined)	1	20	4	2	-16	-1	-3	2	12	2	-18
62	COc1cc(C=O)ccc1OS(=O)(=O)c1ccc(NC(C)=O)cc1	7	7	-5	-1	4	13	0	-9	7	-11	-15
63	CC(C)NC(=O)c1ccccc1NC(=O)C1CCCO1 (centres undefined)	-24	5	-8	-1	22	-1	-6	8	-2	-2	-5
64	CCN1C(=O)[C@H]2[C@@H](c3ccc(-c4cccc(Cl)c4)c(OC)c3)N[C@@](C)(C(=O)OC)[C@H]2C1=O	-6	-43	-2	3	4	-1	0	4	12	-3	27
65	Cc1nn2cc(-c3ccccc3)nc2[nH]c1=O	-7	-14	10	-1	-31	-11	1	-4	-34	12	8
66	O=c1nc(Nc2ccc(OCc3ccccc3)cc2)sc2ncccc12	-4	15	1	1	-128	-72	-13	10	9	10	11
67	COc1cc(/C=C\C(=O)NCc2ccc3c(c2)cc(C)n3C)cc(OC)c1OC	-1	-22	-8	9	18	0	6	-8	-10	4	7
68	Nc1sc(-c2ccccc2)cc1C(=O)N1CCNCC1	-10	-15	.	.	.	.	.	.	9	-4	-4
69	O=C(NCC1CCCO1)c1cnn2c1NC(c1ccccc1)CC2C(F)(F)F (centres undefined)	12	9	5	-1	13	-33	4	5	-6	-13	-9
70	O=C(COC(=O)c1ccccc1)Nc1ccc2[nH]c(=O)[nH]c2c1	8	-4	-9	-2	18	-8	5	-5	3	3	1
71	N#Cc1cn(Cc2ccco2)c(=O)[nH]c1=O	-7	1	3	0	-20	-1	14	8	-4	-3	8
